ERG-DNA inh: qHTS for Small Molecule Inhibitors of the ERG Ets/DNA interaction. Transcriptional regulator ERG (Homo sapiens), P11308. 370,000 compounds, 0.028% hits. AID 624246, 2012. fluorescence polarization, His-ERG Ets domain / labelled DNA. Potency, µM (doses to about 76.9 µM), for the others: at the top dose FP activity, negative = inhibition, most hits filed as inhibitors; active = well fitted inhibition curve with a large enough effect in the polarisation, with a control signal flat; inconclusive = small, poorly fitted or top-dose-only effect, or effect the other way, or a change in a side signal; inactive = no such curve, though single readings can be large or run the other way; the % refers to the polarisation;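 also: polarization taken with two DNA probes labelled with fluorescein and Texas red; % of control where 0% means no effect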
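His-tagged ERG Ets domain (1 uM in the protein solution; 300mM KCl, 50mM Tris-HCl, 1mM EDTA, 1mM DTT, pH 7.5) received compound, then a probe mix of 5 nM fluorescein-DNA and 100nM Texas-615-DNA. Fluorescence polarization was read for both dyes.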
ALOX12 inh: Primary qHTS assay for inhibitors of human arachidonate 12S-lipoxygenase (ALOX12): Round 2 | purified 12hLO, xylenol orange hydroperoxide absorbance | Potency, µM (doses to about 108 µM), without a hit: at the highest dose activity change, negative = inhibition, actives largely listed as inhibitors | 580,000 compounds, 1.1% hits | AID 1671190, 2021; also: % is scaled to controls: 0 for no effect and ±100 for the full control effect
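Purified human 12hLO at 150 nM in 25 mM Hepes, 0.01% Triton X-100, pH 7.0, preincubated 15 min at room temperature with compound. Reaction started with 40 uM arachidonic acid, 30 min at room temperature. Hydroperoxide measured by Fe-xylenol orange, 573/405 nm absorbance ratio.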
Pin1 inhibitor: qHTS Assay to Find Inhibitors of Pin1 | Peptidyl-prolyl cis-trans isomerase NIMA-interacting 1 (Homo sapiens), Q13526 | Potency, µM (highest dose often 115 µM), without a hit: at the top dose activity, negative = inhibition, actives largely listed as inhibitors | 390,000 compounds, 0.009% hits | Pin1 FP peptide displacement, HiFluor488, 10 min; active = well fitted inhibition curve with a large enough effect in the polarisation, with a control signal flat, not every such curve was filed as active; inconclusive = small, poorly fitted or top-dose-only effect, or effect the other way, or a change in a side signal; inactive = no such curve, though single readings can be large or run the other way; the % refers to the polarisation; also: % is scaled to controls: 0 for no effect and ±100 for the full control effect
Target sequence (Q13526 whole entry, looked up): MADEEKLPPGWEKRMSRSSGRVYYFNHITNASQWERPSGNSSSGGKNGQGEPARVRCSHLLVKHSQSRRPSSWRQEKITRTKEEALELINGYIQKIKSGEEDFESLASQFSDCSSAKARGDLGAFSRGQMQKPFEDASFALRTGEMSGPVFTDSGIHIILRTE
Tb PGK inh: qHTS Assay to Find Inhibitors of Phosphoglycerate Kinase | 380,000 compounds, 0.043% hits | Potency, µM (series often up to 57.5 µM), without a hit: at the top dose activity change, negative = inhibition, hits mostly inhibitors | PGK/GAPDH coupled, Kinase-Glo luminescence, 60 min | Phosphoglycerate kinase, glycosomal (Trypanosoma brucei brucei), P07378; also: % is scaled to controls: 0 for no effect and ±100 for the full control effect; nearly all actives have a fitted effect of over 60% in size
Target sequence (P07378 whole entry, looked up): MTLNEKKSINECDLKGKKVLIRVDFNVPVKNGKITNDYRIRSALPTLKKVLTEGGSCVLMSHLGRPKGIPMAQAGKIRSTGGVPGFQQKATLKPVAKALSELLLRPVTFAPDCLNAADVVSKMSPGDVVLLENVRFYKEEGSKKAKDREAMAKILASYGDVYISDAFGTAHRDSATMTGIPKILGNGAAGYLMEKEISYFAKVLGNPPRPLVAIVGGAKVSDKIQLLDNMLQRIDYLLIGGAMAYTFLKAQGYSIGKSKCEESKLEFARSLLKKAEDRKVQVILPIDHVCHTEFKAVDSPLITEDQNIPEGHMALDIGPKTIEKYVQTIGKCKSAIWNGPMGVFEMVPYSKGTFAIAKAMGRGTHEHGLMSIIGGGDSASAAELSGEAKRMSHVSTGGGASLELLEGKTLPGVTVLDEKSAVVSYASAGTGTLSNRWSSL
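Recombinant glycosomal PGK reaction used 1,3-bisphosphoglycerate generated in-well by GAPDH (100nM final) in 100mM TEA pH 7.6, 5mM MgCl2, 0.01% Tween-20. After 60 minutes at room temperature, ATP was read by Kinase-Glo Plus luminescence end-point.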
RGS4 inh: Inhibitors of Regulator of G Protein Signaling (RGS) 4: qHTS | Regulator of G-protein signaling 4 (Homo sapiens), P49798 | Transcreener GDP fluorescence polarization, RGS4-accelerated GTP hydrolysis | Potency, µM (top dose mostly 114 µM), for inactives: at the highest dose activity change, negative = inhibition, usual class: inhibitors | 390,000 compounds, 0.039% hits; also: % is scaled to controls: 0 for no effect and ±100 for the full control effect; nearly all actives have a fitted effect of over 75% in size; some results filed as inactive show a strong effect at the top dose
Target sequence (P49798 whole entry, looked up): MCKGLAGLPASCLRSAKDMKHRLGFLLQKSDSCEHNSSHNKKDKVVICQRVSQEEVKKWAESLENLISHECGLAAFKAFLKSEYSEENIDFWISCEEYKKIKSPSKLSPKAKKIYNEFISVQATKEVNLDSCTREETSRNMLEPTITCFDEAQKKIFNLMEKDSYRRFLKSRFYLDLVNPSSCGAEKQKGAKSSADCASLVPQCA
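MLSMR compounds (23 nl, pin-transferred) preincubated 10 min at room temperature with a 500nM (2x) first reagent, then RGS4 at 900nM (2x) plus Transcreener GDP mix added; fluorescence polarization (620/688 nm) read before and after 90 min at 30 °C.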
GLS inhibitor: qHTS for Inhibitors of Glutaminase (GLS) | GLS enzymatic activity, qHTS titration | Potency, µM (highest dose often 45.5 µM), inactives show top-dose activity change, negative = inhibition, usual class: inhibitors | 410,000 compounds, 0.21% hits; also: % is scaled to controls: 0 for no effect and ±100 for the full control effect
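hKGA in 45 mM KH2PO4 (pH 8.2), 0.02% Tween-20 with compound, then 1mM L-Glutamine (stock as added) plus glutamate oxidase/HRP/Amplex red coupling mix. Fluorescence read initially and after 30 min at RT; signal change reflects glutamate formation.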
rTrxR1 inhibitor: qHTS Assay for Inhibitors of Mammalian Selenoprotein Thioredoxin Reductase 1 (TrxR1): qHTS | Thioredoxin reductase 1, cytoplasmic (Rattus norvegicus), O89049 | recombinant rTrxR1, NADPH fluorescence consumption, selenite substrate | Potency, µM (series often up to 114 µM), for inactives: at the highest dose activity change, negative = inhibition, hits mostly inhibitors | 390,000 compounds, 1% hits; also: % is scaled to controls: 0 for no effect and ±100 for the full control effect; nearly all actives have a fitted effect of over 65% in size
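Rat TrxR1 (90 nM in the dispensed reagent) was pre-reduced with 400 uM NADPH for 5 min at room temperature, then incubated with compound for 15 min. After 400 uM selenite was added, NADPH fluorescence (Ex 340/Em 450 nm) was followed for 8 min.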
JMJD2A Tudor inh: qHTS Assay for Inhibitors of JMJD2A-Tudor Domain | 390,000 compounds, 4.4% hits | AlphaScreen JMJD2A-Tudor / H3K4me3 peptide binding | Potency, µM (highest dose often 114 µM), without a hit: at the highest dose activity change, negative = inhibition, actives largely listed as inhibitors | Lysine-specific demethylase 4A (Homo sapiens), O75164; also: % is scaled to controls: 0 for no effect and ±100 for the full control effect; nearly all actives have a fitted effect of over 50% in size
HP1b binding inh: HTS for Inhibitors of HP1-beta Chromodomain Interactions with Methylated Histone Tails; Chromobox protein homolog 1 (Homo sapiens), P83916; AlphaScreen HP1-beta / biotin-H3K9me3 peptide binding; Potency, µM (top dose mostly 114 µM), inactives show top-dose activity change, negative = inhibition, most hits filed as inhibitors; 390,000 compounds, 0.56% hits; also: nearly all actives have a fitted effect of over 70% in size; inactives centre near 23
Target sequence (P83916 whole entry, looked up): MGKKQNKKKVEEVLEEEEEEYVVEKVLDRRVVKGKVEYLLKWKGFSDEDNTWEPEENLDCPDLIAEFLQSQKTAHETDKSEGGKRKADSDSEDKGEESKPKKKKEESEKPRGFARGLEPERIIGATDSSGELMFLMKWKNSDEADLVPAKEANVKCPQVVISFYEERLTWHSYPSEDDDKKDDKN
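AlphaScreen: HP1-beta (50 nM) preformed 30 min with biotin-H3(1-18)K9me3 peptide (50 nM) in PBS pH 7.4, 0.01% Tween-20. Compound added for 30 min at RT, then streptavidin donor/nickel chelate acceptor beads (10 ug/mL) for 30 min.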
* hit, by the source's call; i = inactive; ? = inconclusive; . = not tested or not shown; & = joins results of further samples; [ ] = another dose, or the depositor's remark. Unless noted, calls follow the shape of the dose curve; as a rule, active = well fitted curve in the direction sought with a large enough effect; inconclusive = small, poorly fitted or top-dose-only effect, or another doubt; inactive = no such curve, though single readings can be large; an effect the other way counts as inactive or inconclusive. Potency is read from the fitted curve at half-maximal effect. The list is partial; the hit share may differ from the screen's.

| cpd | compound | ERG-DNA inh | ALOX12 inh | Pin1 inhibitor | Tb PGK inh | RGS4 inh | GLS inhibitor | rTrxR1 inhibitor | JMJD2A Tudor inh | HP1b binding inh |
| --- | --- | --- | --- | --- | --- | --- | --- | --- | --- | --- |
| 1 | N=C1c2ccccc2CN1c1ccc(F)c([N+](=O)[O-])c1 | -3% | -2% | -5% | -1% | -18% | 1% | -8% | -13% | 13% |
| 2 | CC(C)CC1(CCc2ccccc2)C(=O)NC(=O)NC1=O | -3% | -19% | -6% | 1% | -8% | 6% | 19% | 3% | 40%[activator] |
| 3 | O=C(c1ccc(Cl)cc1)C12CN3CN(CN(C3)C1)C2 | -9% | 23% | 2% | i | -7% | -1% | -13% | -9% | 24% |
| 4 | CN1CCN(CC(=O)Nc2ccc(Cl)cc2C(=O)c2ccccc2)CC1 | -2% | 0%&-5% | 5% | i | -30%[11.4 µM] | -18% | 7%[57.1 µM] | -1%[11.4 µM] | 57%[activator] |
| 5 | COc1ccc(CC(=O)N2CCN(C)CC2)cc1 | 0% | 7% | 4% | -3% | 37% | 0% | -2% | -10% | 13% |
| 6 | Cc1c(C=O)c2ccccc2n1Cc1ccc([N+](=O)[O-])cc1 | -8% | 19% | -2% | i | 4% | 9% | -16% | -32% | -17% |
| 7 | COc1ccc(Cn2c(O)c(C=NCCCn3ccnc3)c(=O)[nH]c2=O)cc1 | 4% | 213%[activator] | 5% | -8% | ? | -3% | 50%[0.457 µM] | -16% | 48%[activator] |
| 8 | CCC(=Nc1ccccc1N)c1c(O)[nH]c(=O)[nH]c1=O | 18% | 32%[activator] | 1% | 0% | -3% | ? | -11%[57.1 µM] | -15% | 38% |
| 9 | CC(C)c1cccc(C(C)C)c1OCCn1ccnc1 | 1% | 17% | 0% | i | 2% | -1% | -2% | -17% | 26% |
| 10 | Cc1ccc(-n2nc3ccc(NC(=O)COc4ccccc4C)cc3n2)cc1 | -2% | 0% | -24% | -10% | -7% | -4% | 9% | -9% | 38%[activator] |
| 11 | Cc1cccc(CS(=O)(=O)Cc2ccc(C(=O)N3CCC4(CC3)OCCO4)o2)c1 | -1% | 9% | 1% | -7% | 15% | 3% | ? | -13% | -2% |
| 12 | O=C(O)CC1OCC=C2CN3CCC45c6ccccc6NC4C1C2CC35 (stereo not given) | 0% | -11% | -1% | 5% | 4% | 10% | 7%[57.1 µM] | -9% | 24% |
| 13 | CCOc1ccc(-n2c(O)c(C=NCCN(CC)CC)c(=O)[nH]c2=O)cc1 | 0% | 9% | 2% | 0% | 17% | -1% | -22% | -5% | 28% |
| 14 | Cc1ccc2c(c1)C1CN(C)CCC1N2C(=O)COc1ccc(N(C)C(=O)C(C)(C)C)cc1 (stereo not given) | 12% | 0% | 0% | -7% | 22% | 54%[activator] | -14%[57.1 µM] | -24% | 13% |
| 15 | COc1ccc(-n2c(=O)[nH]c3ccccc3c2=O)cc1 | 14% | -7% | -7% | 0% | -14% | 0% | -2% | 0% | 24% |

Record cards, from the list above. Values in the order: ERG-DNA inh, ALOX12 inh, Pin1 inhibitor, Tb PGK inh, RGS4 inh, GLS inhibitor, rTrxR1 inhibitor, JMJD2A Tudor inh, HP1b binding inh
CN1CCN(CC(=O)Nc2ccc(Cl)cc2C(=O)c2ccccc2)CC1 in the list: -2%, 0%&-5%, 5%, i, -30%[11.4 µM], -18%, 7%[57.1 µM], -1%[11.4 µM], 57%[activator]
CCC(=Nc1ccccc1N)c1c(O)[nH]c(=O)[nH]c1=O in the list: 18%, 32%[activator], 1%, 0%, -3%, ?, -11%[57.1 µM], -15%, 38%
COc1ccc(Cn2c(O)c(C=NCCCn3ccnc3)c(=O)[nH]c2=O)cc1 in the list: 4%, 213%[activator], 5%, -8%, ?, -3%, 50%[0.457 µM], -16%, 48%[activator]
COc1ccc(-n2c(=O)[nH]c3ccccc3c2=O)cc1 in the list: 14%, -7%, -7%, 0%, -14%, 0%, -2%, 0%, 24%

(listing goes on)
| cpd | compound | ERG-DNA inh | ALOX12 inh | Pin1 inhibitor | Tb PGK inh | RGS4 inh | GLS inhibitor | rTrxR1 inhibitor | JMJD2A Tudor inh | HP1b binding inh |
| --- | --- | --- | --- | --- | --- | --- | --- | --- | --- | --- |
| 16 | COc1ccc(-c2c(C)nn3c(-c4ccccc4)cc(C)nc23)cc1OC | 2% | -29% | -4% | i | 9% | -11% | 10% | ? | -1% |
| 17 | c1ccc(-c2ccncc2)cc1 | 1% | 2% | 1% | i | 1% | 2% | 14%[57.1 µM] | -8% | 35% |
| 18 | CC1CCCN1CCC(C(N)=O)(c1ccccc1)c1ccccc1 (stereo not given) | -10% | 4% | 6% | 5% | 9% | -7% | -8% | -14% | 3% |
| 19 | CNC(C(=O)c1ccccc1)C(OC(C)C)c1ccc(Cl)cc1 (stereo not given) | -6% | -2% | -2% | -8% | 19% | 8% | 9% | -13% | 29% |
| 20 | COc1ccc(NC(=O)CSc2nc(-c3ccco3)cc(C(F)(F)F)n2)cc1OC | -5% | -14% | -2% | 2% | -4% | 1% | 17% | -3% | 47%[activator] |
| 21 | O=C1C(=O)N(c2ccccc2)P(=O)(N(CCCl)CCCl)N1c1ccccc1 | -2% | -2% | -10% | -8% | -28% | -8% | -14% | -11% | -4% |
| 22 | C=CCN1C(=O)NC(=O)/C(=C/c2cc3c4c(c2)CCCN4CCC3)C1=O | 20% | ? | 28% | -6% | ? | -20% | 45µM* | ? | 20µM* |
| 23 | CC12CC[C@H]3[C@@H](CCC4(O)C[C@H](O)CCC34/C=N/NC(=O)Cc3ccccc3)C1(O)CCC2C1=CC(=O)OC1 (stereo not given in full) | 11% | 0% | -1% | 4% | -7% | -4% | 4% | 3% | 24% |
| 24 | Cc1nc2cc([N+](=O)[O-])ccc2c(=O)n1-c1cccc(Br)c1 | -4% | 0% | 4% | -8% | 6% | 0% | -8%[57.1 µM] | -26% | -10% |
| 25 | O=C(C(Cc1ccccc1)NS(=O)(=O)c1cccc2nsnc12)N1CCC2(CC1)OCCO2 (stereo not given) | 5% | 0% | -1% | -1% | -15% | 4% | -14% | -10% | 13% |
| 26 | CCN(CC)C(=O)c1ccc(NC(=O)COC(=O)c2ccc(Cl)s2)cc1 | 0% | 11% | -2% | 7% | -16% | 2% | 12% | -10% | 34% |
| 27 | Cc1nc2ccccc2c(=O)n1-c1ccccn1 | 2% | i | 2% | -3% | -10% | 6% | 12% | 5% | 45%[activator] |
| 28 | CCCNC(=O)N1[C@H]2CC[C@@H]1C(C(=O)OC)=C(c1cccc(Cl)c1)C2 | -1% | 16% | -6% | -7% | -5% | 3% | 32% | -19% | 33% |
| 29 | CN1C[C@H](C(=O)N[C@]2(C)O[C@@]3(O)[C@@H]4CCCN4C(=O)[C@H](Cc4ccccc4)N3C2=O)C[C@@H]2c3cccc4[nH]cc(c34)C[C@H]21 | . | -14%[22.9 µM] | . | . | ? | 0% | -9%[57.1 µM] | . | . |
| 30 | CCOc1ccc(Cn2c(=O)oc3ccc(C)cc32)cc1OC | -8% | 0% | 3% | 6% | 0% | 12% | 9%[57.1 µM] | -9% | 52%[activator] |
| 31 | N#C/C(=C\c1ccc(O)cc1)C(=O)O (tested in a mixture with another compound) | -9% | -7% | ? | -9% | 8% | 26% | -2% | -14% | 10% |
| 32 | NC(Cc1ccccc1)c1nc(-c2ccccc2)no1 (stereo not given) | 5% | 0% | 3% | 6% | 32%[11.4 µM] | 2% | -4% | -16%[11.4 µM] | 59%[activator] |
| 33 | Cc1nn(Cc2ccccc2)c(Cl)c1C(=O)Nc1ccc(OC(F)(F)F)cc1 | -4% | -1% | -2% | 1% | 8% | -3% | 10% | 5% | 40% |
| 34 | Cc1ccc2c(C)cccc2c1 | 0% | 3% | 4% | 2% | 30% | -2% | 28% | -14% | 31% |
| 35 | CCCCCn1c(=O)c(C(=O)Nc2cnccn2)c(O)c2ccccc21 | -5% | 0% | ? | 1% | ? | 26% | 13%[57.1 µM] | 45µM* | 9% |
| 36 | O=C(NC(=C(Cl)Cl)P(=O)(c1ccccc1)c1ccccc1)c1ccccc1 | 5% | -2% | 3% | 7% | 7% | 2% | 8% | -12% | 22% |
| 37 | COc1cc([C@@H]2c3cc4c(cc3[C@H](OC(C)=O)[C@H]3COC(=O)[C@H]23)OCO4)cc(OC)c1OC | . | . | 2% | . | 8% | . | -2% | -12% | 34% |
| 38 | c1ccc2sc(NC3=NCCN3)nc2c1 | -3% | -8% | -4% | 9% | -5% | -3% | 2% | -9% | 24% |
| 39 | COc1ccc2c(c1)c(C(=O)O)c(C)n2CC(C)C | 4% | 10% | -1% | . | 7% | ? | 14% | -10% | 19% |
| 40 | COC(=O)[C@@H](Cc1ccccc1)N(Cc1ccccc1)S(=O)(=O)N(Cc1ccccc1)[C@H](Cc1ccccc1)C(=O)OC | 4% | 17% | 10% | -6% | -19% | -2% | -5%&38% | -6% | 40%[activator] |
